From PubChem
Vc quorum ag – induces V. cholerae light production without autoinducers. hit rate 0.16% among 350,000. AID 588436. V. cholerae BH1578 lux reporter, luminescence, 6 h. activation, % at 18.7 µM; in the data active = activation mostly above about 9.7%, no sharp cut-off; also: not every result past the cut was called active; inactives centre near 0; reference of the scale not given here
VHR inh abs – blocks human VHR1 dual specificity phosphatase; AID 1654; inhibition, % at 13.3 µM; recombinant VHR phosphatase, pNPP absorbance; P51452; hit rate 0.52% among 290,000; in the data active = inhibition above about 50%; also: some compounds called inactive have numbers as strong as hits
Target sequence (P51452 whole entry, looked up): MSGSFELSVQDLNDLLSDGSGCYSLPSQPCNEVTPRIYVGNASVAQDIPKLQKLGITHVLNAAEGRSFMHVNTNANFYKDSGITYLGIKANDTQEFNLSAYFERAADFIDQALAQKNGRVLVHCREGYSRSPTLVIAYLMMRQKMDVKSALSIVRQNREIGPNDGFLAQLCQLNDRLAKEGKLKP
MazEF act – increases E. coli MazEF RNase cleavage of RNA. P0AE70. FAM/BHQ RNA-DNA oligo cleavage fluorescence, 5 h. activation, % at 20 µM. hit rate 0.32% among 350,000; in the data active = activation above about 50%
Target sequence (P0AE70 whole entry, looked up): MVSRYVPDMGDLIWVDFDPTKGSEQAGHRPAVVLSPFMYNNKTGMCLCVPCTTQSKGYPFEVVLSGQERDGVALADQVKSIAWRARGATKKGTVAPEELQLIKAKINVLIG
Rv3671c inh – inhibitors of M. tuberculosis serine protease Rv3671c. hit rate 0.048% among 320,000. inhibition, % at 5.96 µM; in the data active = inhibition above about 38%;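 also: extracellular domain of Rv3671c used as enzyme; 0% = enzyme with DMSO and 100% = no enzyme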
Target sequence (P9WHR9 whole entry, looked up, the tested form may be a part): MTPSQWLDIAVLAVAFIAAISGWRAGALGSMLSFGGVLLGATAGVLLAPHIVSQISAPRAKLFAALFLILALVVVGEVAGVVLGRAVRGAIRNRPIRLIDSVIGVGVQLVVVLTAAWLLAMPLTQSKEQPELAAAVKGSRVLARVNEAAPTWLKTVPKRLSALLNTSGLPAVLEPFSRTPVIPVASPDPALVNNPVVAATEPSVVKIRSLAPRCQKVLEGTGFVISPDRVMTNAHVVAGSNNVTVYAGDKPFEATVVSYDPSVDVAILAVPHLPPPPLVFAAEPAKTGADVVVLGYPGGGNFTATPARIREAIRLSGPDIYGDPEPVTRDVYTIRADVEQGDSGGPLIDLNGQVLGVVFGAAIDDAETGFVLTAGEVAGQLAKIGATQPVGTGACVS
Yp Topo-I inh – inhibitors of Yersinia pestis topoisomerase I; Y. pestis Topo-I cleavage product accumulation, plate reader; activity, % at 10 µM; hit rate 0.064% among 360,000; AID 504884; in the data active = activity above about 50%, passing the limit was not always enough; also: inactives centre near 2
PfHsp40 yeast – compounds rescuing yeast from Plasmodium falciparum HSP40 toxicity. S. cerevisiae expressing PfHsp40, growth rescue, ATP luminescence. growth rescue, % at 12.5 µM. hit rate 0.68% among 340,000. AID 504582; in the data active = growth rescue above about 28%, passing the limit was not always enough;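 also: yeast W303a lacking pdr1 and pdr3 grown in galactose medium; growth measured after three days at 30 °C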
SSB-PriA inh – blocks PriA binding to SSB C-terminal tail | AlphaScreen SSBct-PriA binding, biotinylated peptide | inhibition, % at 33 µM | hit rate 0.6% among 430,000 | AID 1272365; in the data active = inhibition mostly above about 37%, no sharp cut-off; inactive = mostly below about 20%;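 also: plate controls were negative control peptide for no effect and reference peptide for full effect; strong numbers were not always called active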
3CLpro inhibitor – SARS-CoV 3CLpro protease inhibition; AID 1706; P0C6X7; hit rate 0.14% among 290,000; inhibition, % at 6 µM; recombinant SARS-CoV 3CLpro, quenched FRET peptide cleavage; in the data active = inhibition above about 12%
Anthrax LF inh2 – inhibitors of Bacillus anthracis lethal factor protease. multiplex microsphere protease cleavage assay, LF. inhibition, % at 10 µM. hit rate 0.12% among 360,000; in the data active = inhibition above about 30%; also: plate controls were buffer without enzyme for full effect and enzyme alone for no effect
TcdB inh – blocks C. difficile toxin B glycohydrolase activity; P18177; TcdB glycohydrolase enzymatic assay, plate reader; inhibition, % at 9.99 µM; hit rate 0.24% among 350,000; in the data active = inhibition above about 10%
The depositor's hits bear a star; i = inactive; · = no result given; & = joins results of further samples. Some of the compounds tested; count on the stated rates, not on these rows.

SMILES	Vc quorum ag	VHR inh abs	MazEF act	Rv3671c inh	Yp Topo-I inh	PfHsp40 yeast	SSB-PriA inh	3CLpro inhibitor	Anthrax LF inh2	TcdB inh
CC(C)(C)c1ccc(C(=O)C2CCCN(C(=O)CN3CCCC3=O)C2)cc1 (stereo not drawn)	-0.5	13	-2	-7	7	0.7	-6	0	-2	0.8
O=c1cc(Nc2ccc3c(c2)OCCO3)[nH]c(=O)n1C1CCCCC1	i	5	-2	-2	9	-0.6	-6	1	-6	-0.4
Cc1ccc(C2(C)NC(=O)N(CC(=O)NCCC3=CCCCC3)C2=O)cc1 (stereo not drawn)	228*	19	2	2	10	-0.1	-9	1	-4	·
Cc1nc2ccc(NC(=O)c3cc([N+](=O)[O-])cc([N+](=O)[O-])c3Cl)cc2s1	-0.2	16	-3	11	-18	4.7	16	2	0	0.0
CCC(Sc1ccccn1)C(=O)Nc1nnc(C)s1 (stereo not drawn)	-1.7	0	1	-10	4	-1.7	-3	-5	5	·
O=C(COc1ccccc1C(=O)NCc1ccccc1)Nc1ccccc1	-2.6	·	3	-14	11	-0.1	-7	·	-5	-0.9
COc1ccc(C(=O)N2CCN(c3cccc(C)c3C)CC2)cc1S(=O)(=O)NC1CC1	i	·	-1	·	14	0.0	2	·	-1	2.7
CC(=O)NNc1ncnc2c1cnn2-c1ccccc1	-1.6	20	3	2	-4	0.1	-6	3	-3	0.6
CC1CCN(C(=O)c2cc3ccccc3c(=O)o2)CC1	-0.3	-14	-4	-7	-3	-0.8	-1	-4	0	0.9
COc1cccc(/C(O)=C/C(=O)C(=O)Nc2ccc(S(=O)(=O)NC(C)=O)cc2)c1	i	7	0	-12	-2	-0.4	·	1	-1	0.0
COc1cccc(CN(C)Cc2nc(Cc3ccccc3Cl)no2)c1	-0.6	13	-9	3	2	0.2	-23	-3	2	1.8
CCN(CC)C(=O)N1CCc2ccccc21	i	17	5	-4	-10	2.4	12	4	-3	0.8
Cc1ccc(NC(=O)CCN2C(=O)c3ccccc3C2=O)cc1C	i	3	5	-1	7	-0.5	-5	1	-15	·
CCOc1ccc(-c2cc3cc(OC)c(OC)cc3c(C)n2)cc1	-1.0	16	7	6	5	0.6	-11	0	2	0.5
OC(COCC(F)(F)C(F)(F)C(F)(F)C(F)F)Cn1c2ccccc2c2ccccc21 (stereo not drawn)	-0.1	7	-1	-22	13	5.8	-22	10	0	0.8
COCCCNS(=O)(=O)c1cc2c3c(c1)C(C)C(=O)N3CCC2 (stereo not drawn)	2.7	-9	5	11	3	1.2	-3	8	3	0.4
O=C(CSc1nnc(NCc2ccccc2)s1)NC1CCS(=O)(=O)C1 (stereo not drawn)	0.3	4	-2	11	1	-0.6	-10	-3	-1	0.2
COC(=O)Cn1c(Cc2ccccc2)nc2ccccc21	0.7	13	3	-9	2	2.2	0	2	3	-1.4
C=C1C[C@@]23CCC4[C@@](C)(CCC[C@@]4(C)C(=O)OC)C2CC[C@]1(OC(C)=O)C3 (stereo partly drawn)	i	·	-9	-4	39	4.3	-3	·	0	0.7
Cc1ncc(N=Nc2ccc(F)cc2)c(-c2ccc(Cl)cc2)n1	4.2	5	12	-1	-3	-1.4	14	1	0	·
CCCCCC(O)(CCN1CCCCC1)c1ccccc1 (stereo not drawn)	-0.5	-2	5	6	7	·	14	-3	-16	2.5
CCN=C(N/N=C/c1ccc([N+](=O)[O-])cc1)SC	-1.5	-4	7	5	2	-0.8	·	-3	-1	·
O=C(COc1ccc2ccccc2c1)NNC(=O)c1ccc([N+](=O)[O-])cc1	-0.2	4	7	-45	-2	-0.6	-13	2	-2	0.8
COC(=O)c1cccc(NC(=O)c2cccc(-n3cnnn3)c2)c1	0.5	·	-7	·	-6	·	·	·	-2	0.9
COCC(=O)Nc1cc(C(=O)Nc2ccccc2C)ccc1Cl	i	24	5	2	9	-1.2	-30	-6	-5	·

Reprinted from above (7 entries):
SMILES	Vc quorum ag	VHR inh abs	MazEF act	Rv3671c inh	Yp Topo-I inh	PfHsp40 yeast	SSB-PriA inh	3CLpro inhibitor	Anthrax LF inh2	TcdB inh
C=C1C[C@@]23CCC4[C@@](C)(CCC[C@@]4(C)C(=O)OC)C2CC[C@]1(OC(C)=O)C3 (stereo partly drawn)	i	·	-9	-4	39	4.3	-3	·	0	0.7
Cc1ncc(N=Nc2ccc(F)cc2)c(-c2ccc(Cl)cc2)n1	4.2	5	12	-1	-3	-1.4	14	1	0	·
CCCCCC(O)(CCN1CCCCC1)c1ccccc1 (stereo not drawn)	-0.5	-2	5	6	7	·	14	-3	-16	2.5
CCN=C(N/N=C/c1ccc([N+](=O)[O-])cc1)SC	-1.5	-4	7	5	2	-0.8	·	-3	-1	·
O=C(COc1ccc2ccccc2c1)NNC(=O)c1ccc([N+](=O)[O-])cc1	-0.2	4	7	-45	-2	-0.6	-13	2	-2	0.8
COC(=O)c1cccc(NC(=O)c2cccc(-n3cnnn3)c2)c1	0.5	·	-7	·	-6	·	·	·	-2	0.9
COCC(=O)Nc1cc(C(=O)Nc2ccccc2C)ccc1Cl	i	24	5	2	9	-1.2	-30	-6	-5	·

Further compounds follow:
SMILES	Vc quorum ag	VHR inh abs	MazEF act	Rv3671c inh	Yp Topo-I inh	PfHsp40 yeast	SSB-PriA inh	3CLpro inhibitor	Anthrax LF inh2	TcdB inh
CCOC(=O)C1CCN(C(=O)COC(=O)CN(C)S(=O)(=O)c2ccc(NC(C)=O)cc2)CC1	-1.7	5	6	7	-9	0.0	-4	-1	-1	1.5
CCC1=C(OC(=O)N(CC)CC)N2C(=O)OC(=NCC3CC3)[C@]2(C)[C@H]2C1=CC[C@H]1C(=O)N(C)C(=O)[C@H]12	3.7	-8	5	-11	-1	0.7	4	·	-2	-0.2
CSc1nc(N(C)NC(=O)c2cccc(C)c2)c2ccccc2n1	-1.2	21	7	-2	-9	1.9	-11	3	1	·
O=C(O)C1C(c2ccccc2)C(C(=O)Oc2ccc(O)cc2)C1c1ccccc1 (stereo not drawn)	-2.0	31	3	3	5	0.9	7	6	-2	·
Cc1cccc(OCc2nn[nH]n2)c1C	-0.4	-2	-9	-4	1	-0.7	-14	2	·	1.1
O=C(Nc1cccnc1)C1Cc2c(-c3ccco3)ccnc2O1 (stereo not drawn)	5.6	·	·	·	4	·	·	·	-3	0.6
CCOCCCNc1nc2nc3ccc(C)cn3c(=O)c2cc1C(=O)NCC1CCCO1 (stereo not drawn)	-0.3	22	1	-1	2	0.7	-10	5	-5	0.9
COc1ccc(C(=O)Nc2sc(C)c(C)c2CN2CCOCC2)cc1	-0.2	-14	5	6	36	1.0	3	-4	1	2.1
CCCCOc1ccc(/C=C/C(=O)Nc2ccc(C(N)=O)cc2)cc1	-0.2	-1	-21	-15	0	-0.4	1	3	0	·
CCN(Cc1nc2ccccc2c(=O)[nH]1)C(=O)c1cccc(S(=O)(=O)N2CCc3ccccc32)c1	6.2	·	-1	6	24	1.0	11	·	-4	1.5
Cc1nn(CC(=O)N2CCN(S(=O)(=O)c3ccccc3)CC2)c(C)c1[N+](=O)[O-]	0.2	·	2	-6	7	-1.0	-15	·	6	-0.2
O=C(O)c1ccccc1C(=O)c1ccc(Oc2ccccc2)cc1	-0.4	39	-10	-3	5	1.2	-13	4	-2	-0.6
COc1cc(C(=O)OCC(=O)N2CCCCCC2)c([N+](=O)[O-])cc1OC	0.3	·	7	10	6	1.1	-5	·	2	0.0
CC(=O)Nc1nc(C2COc3ccccc3O2)cs1 (stereo not drawn)	i	-8	-1	-1	0	0.8	-17	5	-4	1.7
COc1ccc(NC(=O)c2sc3nc(C)cc(C)c3c2N)c(OC)c1	i	·	14	6	2	·	-13	·	-8	-1.0
COC(=O)C1=C(C)N(CC(C)C)C(=O)/C1=C\c1cccs1	·	12	-5	4	-3	-0.6	2	-4	-4	·
c1ccc(C(c2ccccc2)N2CCN(c3ccc4ccccc4n3)CC2)cc1	3.1	12	-4	5	2	1.2	-16	3	0	·
CCCC(=O)Nc1ccc(NC(=O)c2cccc(OC)c2)cn1	i	0	-2	0	-3	-1.2	1	-7	·	-1.7
COC(=O)c1ccc(S(=O)(=O)NC(C)(C)C)n1C	-0.5	-18	0	3	10	1.2	-11	-3	-11	-0.7
Cc1ccc(Cn2c(NS(=O)(=O)c3ccccc3)nc3ccccc32)cc1	-0.3	33	3	-14	7	-0.7	-13	-1	-5	·
CCC(C)(C)n1nnnc1C(c1ccc2ncccc2c1)N1CCN(c2ccc(O)cc2)CC1 (stereo not drawn)	-0.3	25	9	10	8	-1.1	2	-1	2	-2.1
CCNC(=S)NNC(=O)CCc1nc2cc(Cl)ccc2n(Cc2ccccc2)c1=O	-0.4	7	-2	-7	11	0.2	1	8	-2	0.3
Cc1nonc1C(=O)N/N=C/c1ccc(O)c(O)c1	-0.2	-13	1	-5	-1	1.0	·	1	1	·
O=C(CSc1nnc(CNC(=O)c2ccccc2)o1)Nc1ccc2c(c1)OCCO2	i	-9	-1	-2	11	1.0	-4	0	-1	1.7
S=c1[nH]cc(-c2ccccc2)n1-c1ccccc1Cl	i	5	3	15	-3	-1.8	3	1	-2	·
Carrying on.
SMILES	Vc quorum ag	VHR inh abs	MazEF act	Rv3671c inh	Yp Topo-I inh	PfHsp40 yeast	SSB-PriA inh	3CLpro inhibitor	Anthrax LF inh2	TcdB inh
N#Cc1ncc(-c2ccc3c(c2)OCCOCCOCCOCCO3)nc1C#N	i	-7	0	-13	-2	-1.4	-3	3	-1	·
COc1ccc(S(=O)(=O)Cc2ccc(C(=O)N3CCc4ccccc4C3)o2)cc1	-0.2	17	2	-8	15	3.0	-12	4	1	-0.4
COc1cccc(CN(C)CC(=O)Nc2cccc(S(N)(=O)=O)c2)c1OC	-0.3	-6	-8	-7	-2	-2.2	-21	1	0	0.1
CCOc1cc(/C=N/NC(=O)CSc2nnc(C)s2)ccc1OCc1ccccc1Cl	i	19	8	-7	-6	1.1	·	4	2	0.1
Cc1cccc(-n2ncc3c(N4CCCc5ccccc54)ncnc32)c1	i	19	-3	-12	3	2.3	-32	-2	-6	·
COc1ccc(S(=O)(=O)NCc2ccncc2)cc1NC(=O)c1ccccc1F	-0.9	·	0	4	4	0.8	1	·	-3	0.1
Cc1[nH]c2ccccc2c1SCC(=O)NC1CCCCC1	-0.1	0	5	-3	-1	-0.2	-3&11	-3	-5	1.0
COC(=O)c1ccccc1NC(=O)CSc1nnc(CNS(=O)(=O)c2ccc(C)cc2)n1C	-0.4	20	5	·	-4	1.0	-1	3	-1	·
CCN(CC)c1ccc(C=Nc2cccnc2Cl)c(O)c1	i	·	-16	-12	0	-0.4	-10	-3	-6	-3.4
COc1ccc(Cc2nnc(NC(=O)Cc3cccs3)s2)cc1OC	-0.3	31	0	2	-2	0.5	-12	4	2	·
O=C(NC1CCCCC1)c1ccc(-c2cccc([N+](=O)[O-])c2)o1	i	14	8	1	-8	-1.2	6&-20	0	-4	0.9
CCN(C(=O)COC(=O)C(O)(c1ccccc1)c1ccccc1)c1c(N)n(Cc2ccccc2)c(=O)[nH]c1=O	-0.5	·	2	·	26	-1.6	8	·	3	0.5
CCSc1nnc(NC(=O)c2ccccc2C)s1	0.0	12	3	14	3	0.5	-12	1	-6	0.2
COc1cc(C(=O)OCC(=O)NC2CCS(=O)(=O)C2)c([N+](=O)[O-])cc1OC (stereo not drawn)	-0.2	14	-3	-3	0	1.0	-14	7	-4	6.4
CCN(CC)c1ccc2c(C)c(CN3CCOCC3)c(=O)oc2c1	-4.1	4	-3	-4	5	-2.0	-39	3	0	·
CC1CCCC(C)N1C(=O)Cn1c(SCC(=O)NCc2ccc3c(c2)OCO3)nc2ccccc21 (stereo not drawn)	-5.0	8	-21	2	16	1.4	-2	-1	1	·
CC/C(=N\NC(=O)C1CCCC1)c1ccc(Br)cc1	-0.4	50*	4	·	-9	-0.6	·	-3	-4	0.6
N#Cc1ccc(CN2CCN(C(=O)CNS(=O)(=O)c3ccc4c(c3)OCCCO4)CC2)cc1	0.4	·	-2	7	0	1.8	-4	·	-9	0.5
O=C1CC(c2ccc(F)cc2)CC(O)=C1C=NCCN1CCNCC1 (stereo not drawn)	i	·	7	-10	-10	-0.1	0	2	-1	·
NC(=O)c1ccccc1OCc1nnc(-c2ccccc2Br)o1	-0.5	10	4	-7	-1	-0.7	-21	-1	16	0.9
